# From PubChem
# DT40 TDP1 CPT: DT40-hTDP1 cell growth loss with CPT. AID 686979. Potency, µM (titrated, usually from 46.2 µM), inactives show top-dose activity change, negative = growth inhibition, actives largely listed as inhibitors. chicken DT40 Tdp1-/-;hTDP1 cells + 20 nM CPT, ATP luminescence, 48 h. 420,000 compounds, 12% hits; further: nearly all actives have a fitted effect of over 55% in size
#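 Chicken DT40 Tdp1-/- cells complemented with human TDP1, 400 cells/well, exposed to compounds plus 20 nM camptothecin for at least 48 h at 37 C; viability read as ATP content by CellTiter-Glo luminescence.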
# TDP1 cell noCPT: qHTS for Inhibitors of human tyrosyl-DNA phosphodiesterase 1 (TDP1): qHTS in cells in absence of CPT. DT40 Tdp1-/- hTDP1 cells, no CPT, ATP luminescence, 48 h. Potency, µM (series often up to 46.2 µM), without a hit: at the highest dose activity change, negative = growth inhibition, actives largely listed as inhibitors. 420,000 compounds, 15% hits; further: nearly all actives have a fitted effect of over 55% in size
#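 Camptothecin absent (DMSO only). Human TDP1-complemented DT40 knockout cells, 400 cells/well, 37 °C for minimum 48 hr; ATP measured via CellTiter-Glo, 30 min dark incubation, luminescence.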
# TDP1 inh: inhibitors of human tyrosyl-DNA phosphodiesterase TDP1; recombinant TDP1, AlphaScreen DNA substrate cleavage; Potency, µM (top dose mostly 130 µM), for the others: at the top dose activity change, negative = inhibition, usual class: inhibitors; 350,000 compounds, 0.28% hits; Q9NUW8; further: nearly all actives have a fitted effect of over 40% in size
# Target sequence (Q9NUW8 whole entry, looked up): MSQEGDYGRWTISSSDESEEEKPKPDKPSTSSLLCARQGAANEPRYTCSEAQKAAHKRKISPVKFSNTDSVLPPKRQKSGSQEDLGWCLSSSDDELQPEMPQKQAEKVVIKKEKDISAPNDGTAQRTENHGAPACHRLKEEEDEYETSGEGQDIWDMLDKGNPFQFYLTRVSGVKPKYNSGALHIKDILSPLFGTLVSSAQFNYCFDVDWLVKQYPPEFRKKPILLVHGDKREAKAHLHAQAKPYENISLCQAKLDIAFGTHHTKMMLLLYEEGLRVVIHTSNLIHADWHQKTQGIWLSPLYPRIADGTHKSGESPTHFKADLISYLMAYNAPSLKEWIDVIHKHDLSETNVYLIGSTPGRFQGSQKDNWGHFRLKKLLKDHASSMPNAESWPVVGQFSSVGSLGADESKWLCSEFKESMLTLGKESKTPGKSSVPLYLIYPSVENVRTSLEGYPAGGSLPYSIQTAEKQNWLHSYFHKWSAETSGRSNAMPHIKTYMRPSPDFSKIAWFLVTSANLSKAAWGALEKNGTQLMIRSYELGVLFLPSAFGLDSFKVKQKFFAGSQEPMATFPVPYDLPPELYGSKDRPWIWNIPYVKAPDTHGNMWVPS
#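 Recombinant E. coli-expressed Tdp1 (1 nM) preincubated with compound 15 min at RT, then 5'-biotin/3'-phosphotyrosine-FITC DNA substrate (15 nM) added for 5 min. AlphaScreen beads (10 ug/ml) added, 10 min RT; tyrosine-FITC cleavage read as signal loss.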
# * hit, by the source's call; ? = inconclusive; nt = not tested or not shown; [ ] = dose if it differs, or a comment. The call rests on the fitted dose curve; in most records, active means well fitted curve in the direction sought with a large enough effect; inconclusive means small, poorly fitted or top-dose-only effect, or another doubt; inactive means no such curve, though single readings can be large; an effect the other way counts as inactive or inconclusive. On the % scale 0 is the no-effect control and ±100 the full control effect; potency means the concentration at half of the fitted maximal effect. Rows are unselected. Share with any hit: about 18%.
nr	molecule	TDP1 cell noCPT	DT40 TDP1 CPT	TDP1 inh
1	Cc1ccccc1NC(=O)CSc1ccc(-c2cccs2)nn1	23µM*	?	3%
2	COc1ccc(CCNC(=O)CCn2c(=O)oc3ccccc32)cc1	-3%	-4%	5%
3	CC1CCCCC12NC(=O)N(CC(=O)Nc1nccs1)C2=O (stereo not given)	-11%	18%	-1%
4	O=S(=O)(NCCSc1ccccc1)c1cccs1	-3%	-4%	0%
5	O=C(Nc1nonc1-c1ccc(Br)cc1)c1ccco1	-22%	-20%	0%
6	CN(NC1OC(=O)c2ccccc21)c1c([N+](=O)[O-])cc(C(F)(F)F)cc1[N+](=O)[O-] (stereo not given)	-25%	7%	4%
7	Cc1ccc(-n2nnnc2CNC(=O)c2ccc(Br)o2)cc1C	18%	-8%	3%
8	C#CC[N+](C)(C)CCCCCCCCCCCC	0.65µM*	1.3µM*	3%
9	Clc1ccc(OCCN2CCCCC2)c(Cl)c1	-21%	-8%	-2%
10	COc1cc(OC)cc(C(=O)OCC(=O)c2ccc(S(=O)(=O)N3CCCCC3)cc2)c1	-28%	-8%	0%
11	COc1ccc(C(=O)Nc2ccccc2C(=O)NC(Cc2ccc(O)cc2)C(=O)NNC(=O)c2ccc(C)cc2)cc1 (stereo not given)	4%	4%	-1%
12	O=C(CN1C(=O)C2CC=C(Cl)CC2C1=O)NCc1ccccc1 (stereo not given)	?	-19%	-1%
13	CC(C)C1Cc2c(sc(NC(=S)NC(=O)c3ccccc3)c2C#N)CO1 (stereo not given)	-22%	-27%	1%
14	Cc1cccc(N2CCN(S(=O)(=O)c3ccc4c(c3)C(C)(C)C(=O)N4C)CC2C)c1 (stereo not given)	-29%	?	3%
15	Cc1ccn(CCNC(=O)C2CCC(=O)N(CCc3ccc(Cl)cc3)C2)n1 (stereo not given)	-2%	3%	1%
16	O=C(Nc1nc(-c2ccc(S(=O)(=O)N3CCCC3)cc2)cs1)c1ccco1	18µM*	23µM*	8%
17	O=C(OCC(=O)N1CCN(c2ccccc2)CC1)c1ccc([N+](=O)[O-])s1	4.6µM*	10µM*	1%
18	O=C(Cc1cccs1)Nc1nc(-c2ccc(F)cc2F)cs1	?	10µM*	1%
19	c1ccc(-c2ccc(OCCN3CCOCC3)cc2)cc1	-15%	-8%	nt
20	CN1C(=O)NC(c2ccc(O)cc2)C(C(=O)c2cccs2)C1(O)C(F)(F)F (stereo not given)	-30%	-21%	0%
21	COc1ccc(C(=O)NNC(=S)NC(=O)c2cccc([N+](=O)[O-])c2)cc1	18µM*	?	nt
22	CCc1cc(=O)oc2cc(OCC(=O)N3CCC(C(=O)O)CC3)ccc12	-9%	17%	nt
23	CC(C)CN(C(=O)CN1C(=O)NC(c2ccccc2)(c2ccccc2)C1=O)C1CCS(=O)(=O)C1 (stereo not given)	-1%	1%	0%
24	COC(CNC(=O)c1ccc(-n2c(=S)[nH]c3ccccc3c2=O)cc1)OC	3%	3%	3%
25	OCCOCCn1c(CCNc2nc(-c3ccc(Cl)cc3)cs2)nc2cc(Cl)c(Cl)cc21	?	?	nt

# Some of the entries above in a different format:
12	O=C(CN1C(=O)C2CC=C(Cl)CC2C1=O)NCc1ccccc1 (stereo not given)
  TDP1 cell noCPT = ? | DT40 TDP1 CPT = -19% | TDP1 inh = -1%
24	COC(CNC(=O)c1ccc(-n2c(=S)[nH]c3ccccc3c2=O)cc1)OC
  TDP1 cell noCPT = 3% | DT40 TDP1 CPT = 3% | TDP1 inh = 3%
5	O=C(Nc1nonc1-c1ccc(Br)cc1)c1ccco1
  TDP1 cell noCPT = -22% | DT40 TDP1 CPT = -20% | TDP1 inh = 0%

# The results go on:
nr	molecule	TDP1 cell noCPT	DT40 TDP1 CPT	TDP1 inh
26	O=C(Nc1cccc(F)c1)Nc1c[nH]c(=O)[nH]c1=O	-4%	0%	nt
27	CC(NC(=O)CNC(=O)[C@@H]1Cc2ccccc2CN1)c1ccccc1 (stereo not given in full)	7%	21%	4%
28	COc1ccc(C(=O)c2c[nH]c3ccccc23)cc1	-23%	-19%	1%
29	CCOc1ccc(CCN2C(=S)N([C@@H](Cc3ccc(O)cc3)CN3CCC[C@@H]3CN3C(=S)NC[C@@H]3Cc3ccccc3)C[C@@H]2Cc2ccccc2)cc1	?	?	nt
30	Cc1cccc(N(CC(=O)NCCSc2ccccn2)S(=O)(=O)c2ccccc2)c1	15µM*	?	2%
31	CCOc1ccc(-c2cc(CCCC(=O)NCCc3ccc(OCC)c(OCC)c3)no2)cc1	?	?	6%
32	O=C(CNc1cccc(F)c1)N1CCc2ccccc2C1	9%	-10%	nt
33	COc1ccccc1/C=C1\SC(=S)N(NS(=O)(=O)c2ccc(C)cc2)C1=O	2%	-4%	nt
34	CCS(=O)(=O)c1ccc2oc(SCC(=O)N3CCCCC3)nc2c1	?	-19%	6%
35	C/C(CC(=O)Nc1ccc(F)cc1)=N\NC(=O)COc1ccccc1	-6%	-3%	5%
36	CN1CCC(N(C)S(=O)(=O)c2ccc(NC(=O)COc3ccc(F)cc3Cl)cc2)CC1	?	-16%	4%
37	CN(C)c1cccc2c1C(=O)c1ccccc1C2=O	?	-30%	13%
38	CCc1c(C)nc(SCC(=O)NC2CCCC2)[nH]c1=O	5%	-2%	2%
39	CC(=O)N1CCc2cc(Br)cc(S(=O)(=O)CCC(=O)N3CCN(c4ccc(F)cc4)CC3)c21	?	-16%	6%
40	CN(C)CCCNC(=O)c1ccc2[nH]c3ccccc3c2c1	-12%	2%	1%
41	O=C(COC(=O)c1cccc(N2C(=O)c3ccccc3C2=O)c1)Nc1ccccc1	-18%	-6%	0%
42	O=C(CNC(=S)N(Cc1ccccc1)Cc1cccnc1)NCCN1CCOCC1	8%	7%	1%
43	CCOC(=O)c1ccc(NS(=O)(=O)c2c(C)n[nH]c2C)cc1	2%	-21%	-1%
44	COc1ccccc1CCC(=O)OC(C)C(=O)Nc1c(C)n(C)n(-c2ccccc2)c1=O (stereo not given)	-13%	16%	7%
45	CN(C)C(=O)N1CCC(C(=O)NCc2cccs2)CC1	5%	-12%	3%
46	COc1ccc(CC(=O)N2CCC(c3ccccc3)C2)cc1 (stereo not given)	-19%	-8%	0%
47	Cc1cc(F)ccc1NC(=O)CCSc1nc(-c2ccco2)cc(C(F)(F)F)n1	-24%	-24%	-4%
48	COc1ccc(CNC(=O)CN2CCC(n3nnc4cc(F)ccc43)CC2)cc1	?	6%	-2%
49	CN(C(=O)COC(=O)c1ccc2c(c1)OCCO2)c1ccccc1	-23%	-3%	3%
50	CC(=NNC(=S)N1CCCCC1)c1ccccn1	0.0082µM*	0.026µM*	nt

# (cont.)
nr	molecule	TDP1 cell noCPT	DT40 TDP1 CPT	TDP1 inh
51	Cc1ccc(NC(=O)CN2C(=O)NC(C)(CC(C)C)C2=O)cc1F (stereo not given)	-25%	-15%	0%
52	COc1ccc(CCNC(=O)c2cnc3sc(N4CCOCC4)nn3c2=O)cc1	?	?	-4%
53	CCCC(c1nnnn1CS(=O)(=O)c1ccc(C)cc1)N1CCN(C2CCCC2)CC1 (stereo not given)	-20%	-4%	nt
54	O=c1ccc(=O)n(-c2ccccc2)[nH]1	?	16µM*	6%
55	CC(=O)Nc1cccc(C(=O)OCc2ccccc2)c1	-3%	-8%	7%
56	COc1ccc(NC(=O)Nc2cccc3c2O[C@H](CN(C)S(=O)(=O)c2c(C)noc2C)[C@@H](C)CN([C@H](C)CO)C3=O)cc1	-25%	-1%	1%
57	CC(C)c1ccc([C@@H]2O[C@H](CCc3ccccc3)CC3=C2C(=O)OC(C)(C)O3)cc1	16µM*	?	nt
58	Cn1c(-c2ccccc2)c(/C=N/NC(=O)c2cccnc2)c2ccccc21	23µM*	-19%	5%
59	COc1cc(OC)cc(C(=O)N2CCCc3ccccc32)c1	?	16µM*	3%
60	CNc1ncnc2c1ncn2[C@H]1CN(Cc2cccc3ccccc23)C[C@@H](CO)O1	?	23µM*	nt
61	COc1cc2c(cc1OC)CN(CC(=O)Nc1ccc3c(c1)OCO3)CC2	-28%	-19%	4%
62	Cc1ccc(C(=O)COC(=O)CN2C(=O)C3C4CCC(C4)C3C2=O)cc1[N+](=O)[O-] (stereo not given)	?	?	3%
63	N#C/C(=C1/CCCCCN1)c1nnc2n1CCCCC2	-8%	-11%	3%
64	CCOC(=O)c1sc(NC(=O)C(C)Oc2ccc(OC)cc2)c(C(=O)OCC)c1C (stereo not given)	?	?	0%[12.3 µM]
65	COc1ccc(NC(=O)CN2C(=O)NC(C)(c3ccc4c(c3)OCO4)C2=O)cc1S(N)(=O)=O (stereo not given)	0%	20%	1%
66	COc1ccc(Cl)cc1NC(=O)CCS(=O)(=O)c1ccc(C)cc1	-20%	14%	nt
67	COc1cc(C(=O)OCC(=O)NC2CC2)ccc1OCCC(C)C	?	-27%	0%
68	N#CCCN(C(=O)COC(=O)c1ccc(S(=O)(=O)N2CCCCCC2)cc1)c1ccccc1	-21%	-22%	nt
69	O=C(O)CSc1nnc(Nc2ccccc2)n1-c1ccccc1	0%	7%	-4%
70	N#Cc1ccc(NC(=O)COC(=O)CCc2ccc(S(=O)(=O)N3CCCCC3)cc2)cc1	-17%	9%	0%
71	O=C(CCNS(=O)(=O)c1cccc2nsnc12)N1CC(=O)N(CCc2ccccc2)C(=O)C1	-4%	-8%	9%
72	C[C@@H]1CC2OC(=O)[C@@]3(C)C(=O)CC[C@@](C)(C23)[C@@]1(O)CCc1ccoc1 (stereo not given in full)	1%	0%	nt
73	CN(C)c1cccc(C(=O)Nc2nc3ccccc3[nH]2)c1	12µM*	?	5%
74	CCc1cccc(CC)c1N1C(=O)CC(Sc2ccccc2N)C1=O (stereo not given)	?	?	nt
75	Cc1ccc(C(=O)Oc2coc(CSc3nnc(NC(=O)c4cccs4)s3)cc2=O)cc1C	?	-13%	3%

# Going on with the list:
nr	molecule	TDP1 cell noCPT	DT40 TDP1 CPT	TDP1 inh
76	O=C(O)CCC(=O)NCCc1cccc(Cl)c1	18%	-9%	-3%
77	COc1ccc2[nH]cc(CCNc3nc(-c4c(C)noc4C)nc4ccccc34)c2c1	?	?	nt
78	CC(C)CN1C2CCCC1CC(NC(=O)c1ccc([N+](=O)[O-])cc1)C2 (stereo not given)	-2%	-11%	nt
79	CCN1C(=O)c2ccccc2S(=O)c2ccc(C(=O)NCc3ccc(C)cc3)cc21 (stereo not given)	-7%	-4%	1%
80	O=[N+]([O-])c1ccc(N2CCNCC2)c(S(=O)(=O)N2CCOCC2)c1	-16%	-15%	-1%
81	CN1CCN(/N=C/c2ccc(-c3ccc([N+](=O)[O-])cc3Cl)o2)CC1	?	-13%	7%
82	O=C(Cc1ccc(Cl)cc1)NCC(c1cccs1)S(=O)(=O)c1ccccc1 (stereo not given)	?	?	4%
83	C=CCOc1c(Cl)cc(CNCCCN2CCOCC2)cc1OC	-77%	23µM*	nt
84	O=C(NCCNC(=O)c1cc(Cl)ccc1Cl)c1ccccn1	-7%	-15%	nt
85	CC1=Nn2c(nnc2-c2ccc(F)cc2)SC1	-4%	-4%	6%
86	COc1ccc(Cl)cc1NC(=O)CCN1C(=O)C2CC=CCC2C1=O (stereo not given)	?	-3%	3%
87	Cc1ccccc1N1CCN(c2ncnc3scc(-c4cccs4)c23)CC1	9.2µM*	13µM*	0%
88	COC(=O)c1c(Cl)c2n3ccccc3c(C)c(-c3ccccc3)c-2c1C(=O)OC	23µM*	?	-3%
89	COc1cccc(/C=C/C(=O)OCC(=O)NCCC2=CCCCC2)c1	23µM*	?	-3%
90	CC1CC1C(=O)OCC(=O)NCc1ccccc1 (stereo not given)	-8%	16%	1%
91	COc1ccc(-c2ccc3c(N)c(C(=O)c4cccc(OC)c4)sc3n2)cc1	?	?	-3%
92	C=CCn1c(CSCc2ccc(C)cc2)nnc1SCC(=O)NCc1ccccc1	?	-19%	4%
93	CC1CCN(CC(=O)Nc2ccc(Cl)cc2[N+](=O)[O-])CC1	?	?	8%
94	Cc1ccc2nc(NC(=O)COC(=O)c3ccncc3)sc2c1	-1%	-2%	2%
95	Cc1ccc(NC(=O)C(C)OC(=O)CCN=C2NS(=O)(=O)c3ccccc32)cc1 (stereo not given)	-5%	-14%	-10%[0.505 µM]
96	CC(=O)N1CCC2(CC1)C(C#N)=C(N)Oc1n[nH]c(CSc3ccc(C)cc3)c12	7%	-11%	5%
97	C#CCSc1nnc(-c2ccccc2)c(=O)[nH]1	-9%	-9%	4%
98	Cc1cccc(-n2ccnc2SCC(=O)Nc2nccs2)c1C	16µM*	?	2%
99	COc1ccc(C(=O)CC(c2ccccc2)C2C(=O)CCCC2=O)cc1 (stereo not given)	2%	-24%	-7%
100	Cc1ccc(/C=N/NC(=O)c2cc3c(ccc4ccccc43)o2)o1	?	?	2%
101	CCCNC(=O)NC(=O)CSc1nc2ccccc2n1CC(C)C	?	?	6%
102	O=C(CSc1nc2c(sc3ccccc32)c(=O)n1CCO)NCC1CCCO1 (stereo not given)	-10%	4%	0%
